Source: PubChem
MCL1 BIM primary = MCL1-BIM-BH3 interaction inhibition (human); GST-MCL1 / FITC-Bim-BH3 fluorescence polarization; actives 0.68% (n = 320,000); AID 2057; inhibition, % at 10.9 µM;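 active = inhibition above the mean inhibition of all tested compounds plus 3 SD, set per campaign, cut at about 40% in these data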;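 also: 0% = DMSO wells and 100% = unlabeled Bim-BH3 peptide control; higher means more loss of mP so more displacement of Bim peptide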
Target sequence (Q07820 whole entry, looked up): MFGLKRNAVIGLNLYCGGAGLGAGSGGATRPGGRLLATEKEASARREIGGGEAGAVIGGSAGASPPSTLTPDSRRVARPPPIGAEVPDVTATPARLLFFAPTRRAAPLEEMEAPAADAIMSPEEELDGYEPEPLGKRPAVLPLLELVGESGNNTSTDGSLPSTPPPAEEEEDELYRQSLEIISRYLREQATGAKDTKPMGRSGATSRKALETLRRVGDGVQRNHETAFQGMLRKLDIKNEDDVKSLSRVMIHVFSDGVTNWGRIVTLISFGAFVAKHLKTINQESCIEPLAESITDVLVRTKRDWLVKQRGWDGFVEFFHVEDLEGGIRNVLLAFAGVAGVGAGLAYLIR
Fam108B counter = counter-screen for RBBP9 inhibitors: inhibitors of mouse Fam108B. inhibition, % at 9.51 µM. AID 1947. actives 0.33% (n = 300,000). recombinant Fam108B, FP-Rh probe fluorescence polarization;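 active = inhibition above the screen mean inhibition plus 3 SD, computed separately per campaign, cut at about 18% in these data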;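 also: inhibitors lower polarization as less probe binds the enzyme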
AHR activator = activates the human aryl hydrocarbon receptor. activation, % at 5 µM. AHR-responsive luciferase reporter cells, luminescence. AID 2796. actives 2.5% (n = 320,000). P35869; in the data active = activation above about 47%;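 also: 0% = vehicle wells and 100% = reference agonist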
pPAFAH FP inh = pPAFAH (human) enzyme inhibition. recombinant pPAFAH, FP-rhodamine probe fluorescence polarization. inhibition, % at 3.39 µM. actives 1.5% (n = 330,000). AID 463082;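 active = inhibition above the mean inhibition across the screen plus 3 SD, cut at about 25% in these data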;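 also: inhibitors block binding of the rhodamine activity-based probe so polarization drops; 0% = enzyme with DMSO and 100% = wells lacking pPAFAH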
GLD-1 TGE inh = GLD-1-TGE RNA interaction inhibition (C. elegans) | actives 0.44% (n = 320,000) | inhibition, % at 5.96 µM | Q17339 | purified GLD-1 + fluorescein TGE RNA, fluorescence polarization;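 active = percent inhibition above a per-plate cutoff, the plate mean of test compounds plus 3 SD, cut at about 30% in these data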;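 also: 0% = DMSO wells with GLD-1 and probe and 100% = wells lacking GLD-1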
PME-1 primary = blocks human protein phosphatase methylesterase 1; Q9Y570; recombinant PME-1, FP-Rh probe fluorescence polarization; inhibition, % at 5.9 µM; actives 0.53% (n = 320,000); AID 2130;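 active = inhibition above the campaign mean of all compounds plus 3 SD, cut at about 26% in these data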;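 also: competitive labeling of PME-1 active site by serine hydrolase directed probe; 0% = PME-1 with DMSO and 100% = wells lacking PME-1 enzyme; inhibitors block probe labeling so polarization falls and inhibition rises; many of its hits are not listed in these tables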
PAFAH1B2 FP inh = inhibitors of human PAFAH1B2. AID 492953. inhibition, % at 3.39 µM. recombinant PAFAH1B2, FP-rhodamine activity probe, fluorescence polarization. actives 1.2% (n = 340,000). P68402;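 active = inhibition above the mean of all tested compounds plus 3 SD, cut at about 24% in these data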;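 also: 0% = enzyme with DMSO and 100% = wells lacking PAFAH1B2; many of its hits are not listed in these tables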
BCLXL inh = blocks human Bcl-xL binding to Bim BH3 peptide. Q07817. inhibition, % at 10.9 µM. actives 0.7% (n = 320,000). GST-Bcl-xL / FITC-Bim BH3 peptide fluorescence polarization;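 active = inhibition above the mean of all tested compounds plus 3 SD, cutoff set per campaign, cut at about 30% in these data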;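 also: 0% = DMSO wells and 100% = unlabeled Bim-BH3 peptide competitor; inhibitors lower millipolarization by displacing the labeled peptide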
Target sequence (Q07817 whole entry, looked up): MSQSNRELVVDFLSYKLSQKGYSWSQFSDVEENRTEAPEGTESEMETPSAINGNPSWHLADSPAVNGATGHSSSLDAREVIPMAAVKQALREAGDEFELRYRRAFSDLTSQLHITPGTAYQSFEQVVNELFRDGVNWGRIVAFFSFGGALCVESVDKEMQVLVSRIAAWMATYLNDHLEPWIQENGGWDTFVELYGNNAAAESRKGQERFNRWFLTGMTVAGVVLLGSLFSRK
MEX-5 binding = C. elegans MEX-5 TCR-2 RNA binding activity; Q9XUB2; MEX-5/FITC-TCR2 RNA binding, fluorescence polarization; hits give low values; activity score (negative = inhibition of binding), % at 10 µM; actives 0.38% (n = 300,000); AID 1832;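 active = inhibition past about -25% in most replicates, and total fluorescence under double the plate's negative control median, limit read from the data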;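 also: 0% = DMSO and -100% = 5 µM competing unlabeled TCR2 RNA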
Target sequence (Q9XUB2 whole entry, looked up): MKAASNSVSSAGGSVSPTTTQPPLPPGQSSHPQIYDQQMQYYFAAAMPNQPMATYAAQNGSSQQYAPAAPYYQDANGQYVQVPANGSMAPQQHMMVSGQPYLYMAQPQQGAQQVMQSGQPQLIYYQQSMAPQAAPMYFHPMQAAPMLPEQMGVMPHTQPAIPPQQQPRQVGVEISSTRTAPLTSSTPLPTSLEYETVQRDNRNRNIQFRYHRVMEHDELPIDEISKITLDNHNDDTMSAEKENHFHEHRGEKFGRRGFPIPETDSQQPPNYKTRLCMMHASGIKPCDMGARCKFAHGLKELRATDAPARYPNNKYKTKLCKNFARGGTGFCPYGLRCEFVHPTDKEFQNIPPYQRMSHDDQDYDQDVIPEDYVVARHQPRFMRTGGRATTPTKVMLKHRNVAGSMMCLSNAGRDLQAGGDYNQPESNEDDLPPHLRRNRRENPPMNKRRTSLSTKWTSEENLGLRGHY
* = called active by the depositor; nt = no result given. These rows are one share of the data; the hit share may differ from the screen's.

SMILES	MCL1 BIM primary	Fam108B counter	AHR activator	pPAFAH FP inh	GLD-1 TGE inh	PME-1 primary	PAFAH1B2 FP inh	BCLXL inh	MEX-5 binding
N/C(Cc1ccc([N+](=O)[O-])cc1)=N\OC(=O)c1ccc(Br)o1	14	0	4	5	4	-2	2	10	2.2
CC1CCCC(NC(=O)COC(=O)COc2ccc(C#N)cc2)C1C (stereo unspecified)	nt	nt	1	20	7	nt	5	nt	nt
CCOC(=O)c1oc2ccc3c(c2c1C)C(=O)CC1(CCN(C(=O)OCC)CC1)O3	-1	-3	-1	-5	0	3	2	2	7.6
O=C(/C=C/c1cn(-c2ccccc2)nc1-c1cccnc1)N1CCCCC1	-3	2	12	8	-1	4	2	1	0.8
CN(C)Cc1c(C(=O)N/N=C/c2cccc(OCc3ccc(F)cc3)c2)nnn1-c1nonc1N	7	0	1	-2	4	-5	2	1	-0.9
Cc1nnc(SCSc2nnc(C)s2)s1	-5	-3	1	0	-2	-9	2	0	-0.3
O=C(c1ccc(C(F)(F)F)cc1)N1CCC(=O)N(C(COCc2ccc(Cl)cc2)Cc2ccccc2)CC1 (stereo unspecified)	2	0	1	14	8	4	8	2	0.5
CC1CN(Cc2ccccc2)c2nc3c(c(=O)n(CC(N)=O)c(=O)n3C)n2C1 (stereo unspecified)	5	2	1	1	0	0	1	4	2.7
COc1ccc(CCNC(=O)c2ccco2)cc1OC	6	1	6	2	-1	-3	5	6	-1.7
O=C(NC1CCS(=O)(=O)C1)c1cccc(S(=O)(=O)N2CCCC2)c1 (stereo unspecified)	0	-1	-3	-1	6	-5	7	2	0.3
COc1cc(C2C(C#N)=C(C)NC3=C2C(=O)CC(C)(C)C3)ccc1OCCO (stereo unspecified)	-1	0	1	4	6	2	0	7	-2.9
COc1ncnc2c1NC(=O)CS2	7	-9	0	3	-4	-2	2	2	-2.7
CCOC(=O)C1(Cc2cccc(OC)c2)CCCN(Cc2c(C)nn(C(C)C)c2C)C1 (stereo unspecified)	-2	0	-1	8	0	0	-5	4	3.5
CC(=O)Nc1sc2c(c1CN1CCN(c3ccc(F)cc3)CC1)CCCC2	-1	2	10	10	7	1	9	1	-0.1
CCOC(=O)C1CCN(c2nc3ccccc3nc2C(C#N)C(=O)OC(C)C)CC1 (stereo unspecified)	4	-2	-1	0	5	-9	3	12	-20
COc1cc(-c2nnc(SCC(=O)N(C)C3CCS(=O)(=O)C3)o2)cc(OC)c1OC (stereo unspecified)	-9	-2	-1	-1	-2	5	2	-4	-1.5
CCCCCCSC1=C(C#N)C(c2ccccc2)CC(=O)N1 (stereo unspecified)	2	-2	-1	13	-2	3	12	0	0.5
CCc1ccc(CN(C)C(=O)CCc2nnc(CCc3cccc(OC)c3)o2)nc1	-7	-4	5	6	12	-5	-1	1	-0.7
Cc1ccc(NC(=O)CSC2=C(C#N)C(c3ccco3)CC(=O)N2)cc1 (stereo unspecified)	9	-3	3	0	-1	0	-5	3	-3.4
Cc1cccc(N2C(=O)C3C4C=CC(C4)C3C2=O)c1 (stereo unspecified)	7	-6	-4	0	2	1	4	6	0.7
CC(C)CNC(=O)N[C@@H](CC(C)C)C(=O)O	-7	-3	1	2	-8	-2	-1	1	-0.6
Cc1ccc(S(=O)(=O)N2CCC(NC(=O)C3CCCCC3)CC2)cc1	-2	1	-1	1	-3	-3	-2	4	-2.4
COc1ccc(N2CCN(C(=O)CSc3nnc(-c4cccnc4)n3-c3ccccc3)CC2)cc1	3	-1	4	6	7	0	-4	4	-1.3
COCCn1c(SCC(=O)Nc2cccnc2Cl)nc2ccccc2c1=O	5	nt	-1	6	4	-4	6	2	nt
C=CCN=C1SC(C)(C)C(=O)N1S(=O)(=O)c1ccc(C)cc1	-2	-3	0	-2	7	-1	4	1	-0.8
Cc1cc(CN(C)C)c(O)c(C2(C)CCCCC2)c1	1	1	2	0	0	-5	0	2	1.4
Cc1nnc(NC(=O)CC(CN(C)S(=O)(=O)c2ccccc2)c2ccccc2)s1 (stereo unspecified)	2	2	0	8	5	0	-2	1	-3.1
O=C(O)c1ccc(CNC(=O)C23CC4CC(CC(C4)C2)C3)cc1	6	1	-3	2	5	4	29*	1	1.0
COc1cc(C(=O)OCc2ccc([N+](=O)[O-])cc2)cc(OC)c1OC	5	0	1	4	8	-1	5	3	3.0
O=C(NCc1cccs1)C1CCC(=O)N1C1CCCCC1 (stereo unspecified)	6	-2	-2	4	-2	4	-1	4	-0.3
COc1ccc(C(=O)NN/C(C)=C/C(=O)c2ccccc2)cc1	11	6	10	-2	-4	2	4	0	1.9
C=CC[N+](C)(C)c1ccc(CCC(=O)CCc2ccc([N+](C)(C)CC=C)cc2)cc1	11	2	-2	3	5	-5	-3	8	nt
COc1cccc(OC)c1C(=O)Nn1c(C2CCC2)nc2ccccc2c1=O	0	0	3	0	4	7	1	-3	-1.9
O=C(/C=C/c1cccc(Cl)c1)c1nc2ccccc2[nH]1	-3	-17	3	-1	4	-25	1	0	-1.0
COc1ccc(CC2CCOC2=O)cc1 (stereo unspecified)	8	2	2	6	0	-3	4	4	-1.4
Cc1cccc(N2CCN(C(=O)c3ccc(CS(=O)Cc4cccc(Cl)c4)o3)CC2)c1C (stereo unspecified)	3	2	0	43*	11	0	2	5	-2.0
CC1CN(S(=O)(=O)Cc2ccccc2)CC(C)O1 (stereo unspecified)	8	0	-4	0	4	-1	-3	4	1.3
COc1ccc(-c2c(C)oc3c(CN4CCOCC4)c(O)ccc3c2=O)cc1	-6	-2	2	0	-12	4	4	-6	-2.1
C(=N\n1cnnc1)/c1cn(Cc2ccccc2)c2ccccc12	1	-2	7	1	6	-6	-4	4	3.0
COc1cc(C(=O)NC2CCN(C)CC2)ccc1Nc1ncc2c(n1)N(C1CCC(O)CC1)CCC(=O)N2C (stereo unspecified)	nt	nt	0	-2	-1	nt	2	nt	nt
Cc1ccccc1-n1nc2c(c1NC(=O)c1ccc(Br)o1)CSC2	4	-7	1	12	6	-9	3	-3	2.1
CCCC(c1nnnn1CC1CCCO1)N1CCN(c2ccccc2)CC1 (stereo unspecified)	0	0	0	0	-6	-6	2	2	0.4
O=C(CCC(=O)N(CC(=O)NC1CCCC1)C1CCCC1)Nc1ccccn1	7	-2	5	1	2	0	-7	9	-0.9
Cc1ccc(-c2cc(C(=O)NC3CCCC3)no2)cc1	3	3	6	0	-5	0	3	6	0.2
Cc1oc(-c2ccccc2F)nc1CS(=O)CC(=O)NCc1ccccn1 (stereo unspecified)	4	2	3	6	1	2	-3	2	-0.2
COc1cc2c(cc1OC)CN(C(=O)c1cccc(S(=O)(=O)N3CCc4ccccc43)c1)CC2	-4	nt	28	1	7	5	1	-1	nt
COc1ccccc1NC(=O)COC(=O)C1CCCC1	nt	nt	0	6	5	nt	4	nt	nt
COC(=O)C(Cc1ccccc1)N1CCS(=O)(=O)CC1 (stereo unspecified)	4	2	0	6	4	-2	3	1	0.9

Some entries already given, showing only BCLXL inh, MEX-5 binding and PAFAH1B2 FP inh:
Compound	BCLXL inh	MEX-5 binding	PAFAH1B2 FP inh
O=C(NC1CCS(=O)(=O)C1)c1cccc(S(=O)(=O)N2CCCC2)c1 (stereo unspecified)	2	0.3	7
COc1cc(C2C(C#N)=C(C)NC3=C2C(=O)CC(C)(C)C3)ccc1OCCO (stereo unspecified)	7	-2.9	0
COc1ncnc2c1NC(=O)CS2	2	-2.7	2
CCOC(=O)C1(Cc2cccc(OC)c2)CCCN(Cc2c(C)nn(C(C)C)c2C)C1 (stereo unspecified)	4	3.5	-5

Further entries.
SMILES	MCL1 BIM primary	Fam108B counter	AHR activator	pPAFAH FP inh	GLD-1 TGE inh	PME-1 primary	PAFAH1B2 FP inh	BCLXL inh	MEX-5 binding
Cc1cc(N)ccc1S(C)(=O)=O	4	-3	1	-4	2	-7	0	4	-1.0
COc1cccc(C(=O)Nc2ccccc2N2CCCC2)c1	7	0	2	0	7	2	2	12	0.4
COc1ccc2[nH]c(=S)cc(C)c2c1	6	1	5	0	0	4	4	12	0.7
COc1ccc(NC(=O)CC2C(=O)N(c3ccc(F)cc3)C(=S)N2NC(=O)c2ccccc2)cc1 (stereo unspecified)	6	-2	-3	4	-7	-1	5	-2	-1.0
CCOC(=O)c1c(C)[nH]c(C(=O)OCC(=O)Nc2sccc2C(N)=O)c1C	-12	-42	53*	-26	-19	-80	-10	-10	-0.3
NC(=O)N/N=C/c1sc(N2CCCCC2)nc1-c1cccs1	-10	5	21	8	-18	8	-1	-9	1.0
O=C1CC2(CCCC2)CC(=O)N1c1ccccc1	-8	5	0	0	0	2	-2	-6	1.0
CCC(C)NC(=O)N1c2ccccc2Sc2ccccc21 (stereo unspecified)	9	5	2	9	-4	-8	0	7	4.4
CCn1c(/C=C/c2ccccc2)nc2ccccc21	0	2	15	-1	-3	2	-1	3	2.0
CCN(CC)c1ccc(/C=C(/C#N)C(=O)NCc2ccccc2)o1	-361	-3	-8	10	-257	4	8	-154	3.8
CCN(CC)S(=O)(=O)c1cc(NC(=O)Cn2cnc3ccccc3c2=O)ccc1C	-6	1	-2	4	1	-2	-1	-1	0.4
CCc1nnc(NC(=O)c2cc(S(=O)(=O)N3CCCCC3)ccc2N2CCOCC2)s1	3	-4	1	3	-2	-1	-3	4	0.8
C#CCOCCOCCOCCNc1nc(N2CCN(C(=O)CCCCCCCCCCNC(=O)[C@@H]([C@H](C)O)n3cc(C)nn3)CC2)nc(N2CCN(C(=O)CCCCCCCCCCNC(=O)[C@@H]([C@H](C)O)n3cc(C)nn3)CC2)n1	-1	-7	-2	10	4	-6	1	2	nt
CCCC(=O)NC(NC(=S)Nc1ccc(S(N)(=O)=O)cc1)C(Cl)(Cl)Cl (stereo unspecified)	3	-1	1	1	2	0	2	6	0.3
CCOC(=O)N1CCN(C(=O)c2ccc(OC)c(S(=O)(=O)N3CCOCC3)c2)CC1	1	-2	-2	2	1	2	3	3	1.7
O=C(CN1CCN(CC(=O)Nc2ccc(F)cc2)CC1)NCC1(N2CCOCC2)CCCCC1	1	nt	2	2	2	-5	2	-1	nt
Cc1ccc(OCC(=O)NCCS(=O)(=O)N2CCN(c3ccccc3)CC2)cc1	8	-5	0	8	2	1	3	3	2.7
COc1ccccc1-n1nnnc1SC(C)C(=O)NC1CCCC1 (stereo unspecified)	3	2	11	-1	-8	1	-2	0	-1.8
CCN(CC)CCOC(=O)C1c2ccccc2Oc2ccccc21	3	-4	-1	6	5	-1	12	9	-0.9
Cc1nn(C)cc1/C=N\NC(=O)c1csc2c1CCCC2	10	1	17	3	-3	0	2	7	-0.5
COc1ccc(CC(=O)Nc2ccc(OC)c(NC(=O)c3ccco3)c2)cc1	6	-2	9	4	-2	2	3	10	0.2
COCCCNC(=O)c1c(F)c(F)c(F)c(F)c1F	7	1	3	3	5	-4	2	4	-0.2
CCOC(=O)c1nn(-c2ccccc2C)c(=O)c2c(N)scc12	11	-1	-1	4	5	3	3	5	-5.8
COC(=O)CNC(=O)COC(=O)c1ccc(Cl)nc1	3	4	3	-3	2	-4	4	8	-0.1

Full records, quoted from the list. Order of values: MCL1 BIM primary	Fam108B counter	AHR activator	pPAFAH FP inh	GLD-1 TGE inh	PME-1 primary	PAFAH1B2 FP inh	BCLXL inh	MEX-5 binding
`CCCCCCSC1=C(C#N)C(c2ccccc2)CC(=O)N1` (stereo unspecified) is entered as 2	-2	-1	13	-2	3	12	0	0.5
`CC(C)CNC(=O)N[C@@H](CC(C)C)C(=O)O` is entered as -7	-3	1	2	-8	-2	-1	1	-0.6
`Cc1nnc(SCSc2nnc(C)s2)s1` is entered as -5	-3	1	0	-2	-9	2	0	-0.3
